# NS5 inhibitors: Dengue-2 NS5 methyltransferase inhibitors, primary screen, biochemical, confirmation dose response (AID 588689) | Dengue-2 NS5 methyltransferase capping enzyme assay, biochemical; higher % means a stronger effect | inhibition, % at 25 µM, or IC50 in µM where a hit was titrated | actives 0.3% (n = 340,000); in the data active = a potency from the dose series; inconclusive = inhibition above about 29% without an active follow-up result
# NTR1 agonist: agonists of NTR1, primary screen, imaging, U2OS cells, beta-arrestin-GFP, high content (AID 493036) | NTR1-U2OS beta-arrestin-GFP spot imaging, agonist mode | activation, % at 20 µM | actives 0.17% (n = 330,000);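 active = activation at or above 40% of the spot to cytoplasm intensity ratio, with at least 20 cells analyzed; inconclusive = wells under 20 cells, flagged as cytotoxic or low count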;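 note: 0% = DMSO without peptide and 100% = 100 nM NTR1 peptide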
# Target sequence (P30989 whole entry, looked up): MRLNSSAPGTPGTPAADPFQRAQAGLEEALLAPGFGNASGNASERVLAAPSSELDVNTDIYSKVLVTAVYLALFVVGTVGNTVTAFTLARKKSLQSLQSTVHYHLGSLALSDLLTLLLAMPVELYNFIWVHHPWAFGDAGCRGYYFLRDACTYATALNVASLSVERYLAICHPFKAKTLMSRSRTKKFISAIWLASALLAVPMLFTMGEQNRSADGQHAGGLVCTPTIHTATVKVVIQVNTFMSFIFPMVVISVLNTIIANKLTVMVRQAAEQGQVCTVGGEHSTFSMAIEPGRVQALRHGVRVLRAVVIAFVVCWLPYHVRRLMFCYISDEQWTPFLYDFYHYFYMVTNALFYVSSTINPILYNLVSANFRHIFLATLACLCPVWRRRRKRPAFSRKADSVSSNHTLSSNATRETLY
# SIAH1 antagonists: blockers of Siah-1 interaction with plectin peptide – biochemical, fluorescence polarization, rhodamine-plectin, uHTS, primary screen (AID 1817); Siah-1 / rhodamine-plectin peptide fluorescence polarization; higher % means a stronger effect; one-dose displacement, % at 20 µM; IC50 in µM for titrated hits; actives 0.02% (n = 290,000);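 active = displacement of at least 50% at 20 µM, with a fluorescence ratio check between 0.3 and a set limit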;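 note: plate controls were Siah plus tracer with DMSO for no effect and tracer alone without Siah for full effect; strong numbers were not always called active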
# Rac1 GTP hydrolysis: MgcRacGAP GTPase-activating activity inhibitors, confirmation, biochemical, ADP Hunter fluorescence. MgcRacGAP-stimulated Rac1 GTP hydrolysis, ADP Hunter fluorescence; higher % means a stronger effect; GST-tagged Rac1 F28L mutant substrate. one-dose inhibition, % at 30 µM; IC50 in µM for titrated hits. actives 0.6% (n = 340,000);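 active = first-screen hits whose inhibition reached a set limit at any dose in the follow-up dose series; inconclusive = inhibition above the set first-screen limit but never retested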;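 note: fluorescence reports GDP produced by GAP-driven GTP hydrolysis; strong numbers were not always called active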
# RSV CPE inhibition: RSV antiviral activity via CPE protection, HEp-2 cells, primary 10 µM value included (AID 2391). CPE inhibition, % at 10 µM; hits with a dose series show IC50 in µM. actives 0.13% (n = 310,000). HEp-2 cells, RSV-induced CPE inhibition; higher % means a stronger effect; in the data active = a potency from the dose series; inconclusive = CPE inhibition mostly from about 23% at the one dose, without a potency; inactive = the rest, 99 in 100 with CPE inhibition below about 21%; note: strong numbers were not always called active
# West Nile virus CPE: inhibition of WNV-induced cytopathic effect – cell-based, CPE readout (AID 1621); West Nile virus-infected cells, CPE inhibition; higher % means a stronger effect; CPE inhibition, % at 10 µM; hits with a dose series show IC50 in µM; actives 0.02% (n = 290,000); in the data active = a potency from the dose series; inconclusive = CPE inhibition mostly from about 3.7% at the one dose, without a potency; inactive = the rest, 99 in 100 with CPE inhibition below about 2.2%; note: strong numbers were not always called active
# AID2073: disruptors of CaV2.2 binding to Mint1 – biochemical, HTRF (AID 2073); HTRF protein-protein interaction, Mint1-CaV2.2; higher % means a stronger effect; one-dose inhibition, % at 20 µM; IC50 in µM for titrated hits; actives 0.19% (n = 290,000); in the data active = inhibition mostly above about 51%, no sharp cut-off; inconclusive = no clear call, values can overlap the other calls; inactive = mostly below about 53%; note: some results filed as inactive read as strong as hits
# K1F lysis inhibition: protection from phage-mediated lysis, alamar blue read-out – E. coli UTI89, K1F phage, bacterial capsule biogenesis inhibitors (AID 488966). E. coli UTI89 K1F phage lysis, alamar blue, 2 h; higher % means a stronger effect. inhibition, % at 100 µM, or IC50 in µM where a hit was titrated. actives 0.02% (n = 340,000);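 active = phage lysis inhibition, versus mean bacterial control, above a set limit; inconclusive = no clear call, values can overlap the other calls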;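 note: capsule biogenesis inhibitors block K1F phage lysis so surviving cells raise fluorescence; higher fluorescence means more inhibition of phage lysis; actives were called in the ten point dose series up to 300 µM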
# Large T inhibition: SV40 large T antigen inhibitors, biochemical (AID 1903) | actives 0.39% (n = 310,000) | SV40 large T antigen ATPase/helicase inhibition assay; higher % means a stronger effect | one-dose inhibition, % at 20 µM; IC50 in µM for titrated hits; in the data active = a potency from the dose series; inconclusive = inhibition mostly from about 32% at the one dose, without a potency; inactive = the rest, 99 in 100 with inhibition below about 32%; note: strong numbers were not always called active
# NTR1 agonist cell count 20 µM: recorded beside NTR1 agonist, whose call it bears; cell count; measured here: cell count, cytotoxicity flag
# An asterisk follows results filed as active; ? = inconclusive; nt = no result given; [ ] = remark or other dose. Hits appear at their usual frequency (roughly 1.6% active in at least one column).
SMILES,NS5 inhibitors,NTR1 agonist,NTR1 agonist cell count 20 µM,SIAH1 antagonists,Rac1 GTP hydrolysis,RSV CPE inhibition,West Nile virus CPE,AID2073,K1F lysis inhibition,Large T inhibition
CCCCn1c(SCC2CCCCO2)nc2cc(S(N)(=O)=O)ccc21 (stereo not drawn),-5%,-0.8,74,-1%,3%,1.4%,-0.5%,10%,-0.8%,7%
Cc1c(OCC(=O)N(C)c2ccccc2)ccc2c3c(c(=O)oc12)CCC3,-17%,-0.6,46,1%,6%,?,-0.1%,4%,-0.7%,10%
COc1ccccc1NC(=O)Nc1c(C)nn(C)c1C,-1%,1.4,55,5%,-1%,0.6%,1.4%,7%,0.2%,-4%
COc1ccc2[nH]c3nc(SCc4nnc(-c5ccccc5)o4)nnc3c2c1,-4%,7.8,88,9%,12%,11%,-0.8%,5%,0.1%,-3%
CC(C)(C)c1ccc(C(=O)NN2C(=O)CSC2=S)cc1,16%,0.8,70,-2%,18%,2.4%,-0.3%,-38%,0.3%,16%
O=[N+]([O-])c1ccc(/C=N/NC(=S)Nc2ccccc2C(F)(F)F)o1,3%,-1.0,118,1%,9%,2.6%,0.2%,-22%,-7.1%,18%
CCOC(=O)C(C)c1ccc2cc(OC)ccc2c1 (stereo not drawn),-2%,-0.7,46,8%,14%,1.0%,0.1%,-1%,3.1%,7%
Cc1noc(C)c1NC(=O)Nc1ccc2c(c1)C(=O)N([C@H](C)CO)C[C@H](C)[C@@H](CN(C)C(=O)Nc1c(C)noc1C)O2,-1%,-2.7,50,nt,6%,nt,nt,nt,0.8%,nt
Cc1cc(C(=O)COC(=O)CNS(=O)(=O)c2ccc3ccccc3c2)c(C)n1-c1ccccc1,-4%,-0.7,46,-3%,6%,8.6%,-0.3%,3%,4.8%,-3%
COc1cc(C(=S)N2CCOCC2)ccc1OC(=O)c1ccc(Br)cc1,2%,0.0,79,5%,11%,2.4%,-0.6%,-6%,1.0%,6%
Cc1ccccc1NC(=S)N(C)CCc1ccccn1,5%,-0.3,59,3%,4%,0.9%,-0.7%,40%,0.5%,7%
O=C(C1=C[C@H](c2ccc3c(c2)OCO3)C[C@H](OCCCCO)O1)N1CCOCC1,2%,-0.6,79,1%,9%,0.6%,0.3%,1%,3.2%,3%
Nc1cnc(Br)cc1Br,-6%,0.3,42,-1%,5%,2.7%,-0.7%,-2%,1.6%[50 µM],12%
CC(=O)c1ccc(S(=O)(=O)N2CCN(CC(=O)Nc3ccccc3C(=O)NC3CC3)CC2)cc1,-1%,2.9,62,nt,5%,2.1%,nt,nt,0.4%[50 µM],nt
COc1cccc(-n2c(SCC(N)=O)nnc2-c2c[nH]c3ccccc23)c1,-2%,0.5,86,0%,11%,0.4%,0.1%,-3%,-2.9%,2%
Cn1c(-c2ccccc2)cnc1NCc1ccc(-c2ccccc2)cc1,-6%,0.8,44,1%,78µM*,-0.8%,-0.9%,-2%,-0.3%,14%
CCOC(=O)N1CCN(C(=O)c2nn(-c3cc(OC)cc(OC)c3)c(=O)c3ccccc23)CC1,nt,-0.6,37,0%,nt,2.0%,nt,-2%,nt,0%
CCCC(=O)OCCNc1cc(SCCC(=O)OC)c2nonc2c1[N+](=O)[O-],12%,7.9,48,-4%,5%,-0.2%,-0.2%,-28%,1.7%,32%
Cc1cc(NC(=O)Cc2ccccc2)c2ccccc2n1,-3%,-0.5,43,-13%,8%,-1.5%,-1.9%,-3%,0.0%,0%
CC[C@H](C)[C@@H](C(=O)NCCCCCCCCCCC(=O)N1CCNCC1)n1cc(CCCCN=C(N)N)nn1,-6%,0.3,88,nt,10%,-0.4%,nt,nt,?,16%
COC(=O)CSc1nc(N)c(NC(=O)c2ccc(OC)c(OC)c2)c(=O)[nH]1,-3%,-0.4,95,-1%,0%,1.5%,0.1%,-3%,-0.4%,5%
CCOc1ccc(C(=O)NCC(=O)N2CCC(C)CC2)cc1OCC,-10%,2.6,58,-2%,3%,2.3%,-0.1%,-6%,0.7%,6%
COC(=O)[C@]1(Cc2ccccc2)N[C@H](c2ccc(-c3ccc(F)cc3)cc2)[C@@H]2C(=O)N(C)C(=O)[C@@H]21,-2%,0.9,96,nt,5%,2.7%,nt,nt,1.2%,6%
CCN(CC)c1ccc(C(=O)O)cc1,-3%,-1.5,99,3%,-7%,0.8%,0.4%,14%,0.0%,4%
CN(CC(=O)Nc1cccc(F)c1)CC(=O)Nc1cc(S(=O)(=O)N2CCOCC2)ccc1Cl,-1%,2.4,48,nt,5%,-0.6%,nt,nt,1.2%[50 µM],nt
CC(C)C(=O)NC(=S)Nc1ccc(S(=O)(=O)Nc2nccs2)cc1,-1%,-0.2,36,3%,8%,0.4%,0.1%,8%,-0.5%,13%
COc1ccc(CCN(C)C/C=C/c2ccccc2[N+](=O)[O-])cc1OC,-1%,1.1,63,-2%,31%,-0.5%,-0.6%,-4%,0.0%,10%
CC1=C(C(=O)Nc2ccc(C)cc2C)C(c2ccc(C)o2)NC(=S)N1 (stereo not drawn),-12%,-1.1,42,5%,3%,0.7%,0.0%,-10%,-0.9%,5%
CCOP(=O)(OCC)/C(C#N)=C/c1cc(OC)ccc1OC,-5%,nt,nt,6%,5%,-0.2%,0.1%,19%,-1.6%[50 µM],-14%
O=C(CSc1ccccc1)Nc1ccc2c(c1)C(=O)NC2=O,-5%,-0.5,69,0%,6%,2.8%,0.0%,4%,1.2%,10%
CC(Sc1nc(NCc2ccccc2)nc(N(C)C)n1)C(=O)Nc1ccccc1 (stereo not drawn),-2%,8.1,87,-6%,8%,4.3%,-0.3%,-6%,1.4%,11%
COc1ccc(-c2nc(-c3ccc(Br)cc3)no2)c(OC)c1,1%,1.2,83,1%,-4%,0.8%,-0.4%,10%,?,2%
CCC(CC)c1nnc(NC(=O)CCNC(=O)c2ccccc2Cl)s1,-7%,0.9,61,-5%,5%,0.5%,-0.1%,-12%,0.0%,-1%
COc1ccc(CN2CCC(CO)(CCOc3ccccc3)CC2)cc1C,-2%,-0.9,53,-6%,7%,-3.0%,-1.7%,13%,0.5%,13%
COc1ccccc1CNC(=O)c1oc2ccc(S(=O)(=O)N3CCCC3)cc2c1C,0%,1.8,50,-2%,7%,15%,-0.2%,-4%,0.0%,11%
CCOC(=O)CCc1nn(C)c(=O)c2ccccc12,-2%,1.1,46,4%,5%,0.1%,-0.6%,-3%,4.4%,3%
CCCC(C)NC(=O)CSCc1ccc(OC)cc1 (stereo not drawn),-4%,2.4,45,-4%,3%,2.1%,-0.3%,12%,-0.4%,1%
Cc1ccccc1NC(=O)NCCCN1CCN(C2CCCCC2)CC1,3%,0.7,52,2%,13%,0.7%,-0.1%,-6%,0.3%,4%
CCn1c(SCC(=O)Nc2sc(C)c(C)c2C#N)nnc1C(C)C,-2%,4.4,52,-1%,8%,3.6%,-0.3%,-3%,8.9%,13%
COc1ccc2c(c1)C(SCC(=O)NCc1ccccc1)CC(C)(C)O2 (stereo not drawn),-4%,-2.5,62,-2%,0%,0.9%,nt,-1%,-2.7%,8%
Cc1ccc(S(=O)(=O)Nc2ccccc2C(=O)NCc2cccnc2)cc1,-2%,0.0,35,-3%,5%,-0.6%,0.3%,7%,3.5%,-4%
O=C(CCc1nc(-c2ccccc2)no1)Nc1cccnc1,-1%,0.9,48,2%,9%,15%,0.2%,31%,-0.8%,12%
COC(=O)CNC(=O)c1c(C)cc(=O)oc1C,-1%,-0.3,76,5%,1%,0.1%,-0.2%,-2%,-0.2%,7%
COC(=O)CC1SC(=O)NC1=Nc1ccc(OC)cc1 (stereo not drawn),1%,-0.6,38,-1%,7%,0.7%,0.0%,4%,-0.1%[50 µM],3%
O=C1CS/C(=N/N=C\c2ccn[nH]2)N1,nt,0.0,51,1%,nt,6.9%,0.5%,0%,nt,6%
CC1=NN(c2nc(-c3ccc(C)cc3)cs2)C(=O)C1N=Nc1ccc2ccccc2c1 (stereo not drawn),6%,2.4,32,3%,19%,8.2%,0.1%,16%,0.2%,2%
CC(Oc1cccc(F)c1)c1ccnc2nc(/N=C/N(C)C)nn12 (stereo not drawn),-1%,-0.7,49,-2%,5%,2.2%,-0.5%,20%,-0.4%,6%
CCOC(=O)/C(C(C)=O)=C1/OC(=O)c2ccccc21,0%,0.6,52,-2%,2%,0.5%,1.0%,12%,0.0%,6%
COc1ccc(/C=N/NC(=O)c2ccn[nH]2)cc1COc1ccc([N+](=O)[O-])c(C)c1,nt,3.2,45,3%,nt,9.6%,0.4%,5%,nt,5%
COc1ccc(NC(=O)c2ccco2)cc1NC(=O)c1ccccc1[N+](=O)[O-],14%,-0.3,65,1%,6%,1.3%,0.0%,-7%,0.7%[50 µM],9%
CCCCCn1c(N2CCC(C(N)=O)CC2)nc2c1c(=O)[nH]c(=O)n2C,6%,-4.9,65,2%,12%,1.1%,0.5%,-1%,0.0%,6%
CCC(CO)Oc1cc(NC(=O)c2ccc(OC)cc2)c2ncn(C(C)C)c2c1 (stereo not drawn),23%,0.8,73,nt,-3%,nt,nt,nt,-1.0%,nt
COc1ccc(-n2nnnc2/C=C/Nc2cc(C(F)(F)F)ccc2OC)cc1,-8%,3.0,54,4%,2%,2.3%,-0.1%,4%,0.6%,7%
COc1cccc(NC(=O)C2CCCN(S(=O)(=O)c3cccc4nsnc34)C2)c1 (stereo not drawn),3%,1.1,61,-1%,4%,18%,0.6%,7%,2.0%,-2%
Cc1ccc(C)c(-c2nnc(NC(=O)C3=COCCO3)o2)c1,-7%,1.2,75,nt,11%,0.6%,nt,nt,0.3%[50 µM],1%
COc1ccccc1NS(=O)(=O)c1cc(C)ccc1C,-4%,-2.0,56,0%,0%,3.7%,-0.8%,-4%,-2.7%,22%
CCOc1ccccc1NC(=O)CCN1CCN(S(=O)(=O)c2ccc(Br)cc2)CC1,-6%,4.7,71,-3%,-3%,-0.1%,0.2%,8%,1.5%,-3%

# One compound at a time (already shown). Order of values: NS5 inhibitors, NTR1 agonist, NTR1 agonist cell count 20 µM, SIAH1 antagonists, Rac1 GTP hydrolysis, RSV CPE inhibition, West Nile virus CPE, AID2073, K1F lysis inhibition, Large T inhibition
# `COc1ccc(NC(=O)c2ccco2)cc1NC(=O)c1ccccc1[N+](=O)[O-]` in the list: 14%, -0.3, 65, 1%, 6%, 1.3%, 0.0%, -7%, 0.7%[50 µM], 9%
# `CCCCCn1c(N2CCC(C(N)=O)CC2)nc2c1c(=O)[nH]c(=O)n2C` in the list: 6%, -4.9, 65, 2%, 12%, 1.1%, 0.5%, -1%, 0.0%, 6%
